From PubChem BioAssay
Bcl-W Bim block: human Bim-Bcl-W interaction inhibition. Q92843. bead-based flow cytometry, Bim peptide-Bcl-W binding. inhibition, % at 10 µM. 0.02% of 190,000 active;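 note: 0% = bound tracer without compound and 100% = peptide blocker; higher means less fluorescent Bim peptide bound to Bcl-W beads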
Target sequence (Q92843 whole entry, looked up): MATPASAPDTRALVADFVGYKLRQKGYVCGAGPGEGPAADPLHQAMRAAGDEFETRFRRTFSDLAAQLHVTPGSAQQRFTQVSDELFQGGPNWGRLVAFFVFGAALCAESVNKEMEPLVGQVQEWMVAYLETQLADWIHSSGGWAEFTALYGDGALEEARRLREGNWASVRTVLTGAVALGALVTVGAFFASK
Bfl-1 Bim block: disrupts Bim binding to human Bfl-1. Q16548. Bead-based flow cytometry, Bim-Bfl-1 binding inhibition. inhibition, % at 10 µM. 0.12% of 190,000 active. AID 1008;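 note: 0% = wells without compound plus tracer and 100% = blocker peptide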
Rac1 mut GTP: human Rac1 activated mutant GTP binding change; percent activity (GTP binding), % at 10 µM; 0.11% of 190,000 active; AID 764; GST-Rac1 activated beads, fluorescent GTP binding, flow cytometry; actives lie on both sides; 100% means binding = to untreated wells; P63000;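 active = GTP binding at least 20 percentage points away from the 100% baseline, in either direction, so actives lie on both sides; inconclusive = Compound likely fluorescent itself, or too few beads counted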
Bim-Bcl-XL: inhibitors of Bim-Bcl-XL interaction, human. inhibition, % at 10 µM. Bim peptide-Bcl-XL binding, bead flow cytometry, fluorescence. 0.04% of 190,000 active. AID 1007. Q07817
Target sequence (Q07817 whole entry, looked up): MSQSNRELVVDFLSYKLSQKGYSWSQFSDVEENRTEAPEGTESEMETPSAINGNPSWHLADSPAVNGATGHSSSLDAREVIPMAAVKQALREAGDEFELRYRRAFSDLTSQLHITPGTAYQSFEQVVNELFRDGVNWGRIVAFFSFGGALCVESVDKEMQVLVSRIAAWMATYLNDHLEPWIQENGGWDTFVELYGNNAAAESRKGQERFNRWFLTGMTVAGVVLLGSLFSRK
Bim-Bcl-2: disrupts Bim peptide binding to human Bcl-2; AID 950; inhibition, % at 10 µM; Bead-based flow cytometry, Bim peptide-Bcl-2 binding; P10415; 0.06% of 190,000 active; in the data active = inhibition above about 40%; inconclusive = no clear call, values can overlap the other calls;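 note: 0% = no compound wells with probe peptide and 100% = reference peptide inhibitor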
Bcl-B Bim block: human Bim-Bcl-B interaction inhibition. bead-based flow cytometry, Bim peptide-Bcl-B binding. inhibition, % at 10 µM. 0.073% of 190,000 active. AID 951;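 note: 0% = tracer peptide without compound and 100% = reference inhibitor peptide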
Target sequence (Q9HD36 whole entry, looked up): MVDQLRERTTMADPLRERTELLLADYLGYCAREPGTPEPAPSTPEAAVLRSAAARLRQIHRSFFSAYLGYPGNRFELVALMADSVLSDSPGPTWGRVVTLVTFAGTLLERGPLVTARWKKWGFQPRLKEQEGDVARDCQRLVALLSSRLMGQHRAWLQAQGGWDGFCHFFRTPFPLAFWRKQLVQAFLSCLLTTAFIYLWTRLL
Rab7 wt modul: modulators of GTP binding to dog Rab7 wildtype GTPase | GST-Rab7 beads, fluorescent GTP binding, flow cytometry; actives lie on both sides; untreated = 100%, excess cold GTP = 0% | GTP binding activity (percent of control), % at 10 µM | 0.055% of 190,000 active | AID 758;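 active = fluorescent GTP binding to Rab7 beads changed by at least 20 points from the 100% baseline, either direction, mostly lower; inconclusive = compound itself probably fluorescent, or too few beads counted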;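 note: median green fluorescence of bound Bodipy-FL-GTP per Rab7 bead population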
Rac1 wt GTP bind: human Rac1 wildtype GTP binding, inhibitors and activators | GTP binding activity (% of control), % at 10 µM | GST-Rac1 beads, fluorescent GTP binding, flow cytometry; actives lie on both sides; 0 = cold GTP competed, 100 = untreated | 0.27% of 190,000 active;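 active = GTP binding activity at least 20 points away from the 100% control level, either lower or higher; inconclusive = compound flagged as likely green fluorescent, judged across all proteins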
Cdc42 wt GTP: human Cdc42 wildtype GTP binding change, either direction | GST-Cdc42 beads, Bodipy-GTP binding, flow cytometry; actives lie on both sides | percent activity (GTP binding), % at 10 µM | 0.2% of 190,000 active | AID 761;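 active = percent activity GTP binding at least 20 points away from the 100% baseline, either down as inhibitor or up as activator; inconclusive = compound flagged as likely green fluorescent from well-wide comparison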;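 note: median bead fluorescence of bound Bodipy-FL-GTP at 100 nM; 0% = excess unlabeled GTP control and 100% = no compound control; below 100% means less GTP binding so inhibitor and above means activator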
Target sequence (P60953 whole entry, looked up): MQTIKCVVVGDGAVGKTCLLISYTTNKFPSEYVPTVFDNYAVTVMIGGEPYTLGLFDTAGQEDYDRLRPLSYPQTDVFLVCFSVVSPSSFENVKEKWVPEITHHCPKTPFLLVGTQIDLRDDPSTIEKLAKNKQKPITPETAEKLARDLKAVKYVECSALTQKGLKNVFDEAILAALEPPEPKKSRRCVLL
Rab2 wt GTP: changes GTP binding to wildtype dog Rab2A, up or down. P61105. GST-Rab2 wt beads, Bodipy-GTP binding, flow cytometry. GTP binding activity, % at 10 µM. 0.19% of 190,000 active;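 active = GTP binding activity at least 20 points away from 100%, either lowered or raised; inconclusive = signal likely due to the compound's own green fluorescence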;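 note: 0% = beads with excess unlabeled GTP and 100% = no-compound control corrected for plate trend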
HRas wt GTP bind: modulators of GTP binding to human HRas wildtype. AID 759. 0.14% of 190,000 active. GTP binding activity, % at 10 µM. GST-Ras wt beads, Bodipy-FL-GTP binding, flow cytometry; actives lie on both sides. P01112;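 active = GTP binding activity at least 20% away from the 100% baseline, either lowered as inhibitor or raised as activator; inconclusive = flagged as likely green fluorescent, judged across all proteins in the well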;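 note: 0% = unlabeled GTP competition control and 100% = no-compound control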
Target sequence (P01112 whole entry, looked up): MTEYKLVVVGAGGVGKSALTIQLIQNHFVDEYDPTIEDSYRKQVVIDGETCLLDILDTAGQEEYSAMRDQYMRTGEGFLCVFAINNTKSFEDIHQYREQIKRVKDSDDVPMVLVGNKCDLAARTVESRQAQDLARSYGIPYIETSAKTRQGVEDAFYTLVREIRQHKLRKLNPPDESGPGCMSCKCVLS
* = called active by the depositor; ? = inconclusive; / = not tested or not shown. Cut-off read from the data, not from the text of the source, unless noted: active = inhibition above about 40%. Compounds as they come. Share with any hit: about 0.62%.

SMILES | Bcl-W Bim block | Bfl-1 Bim block | Rac1 mut GTP | Bim-Bcl-XL | Bim-Bcl-2 | Bcl-B Bim block | Rab7 wt modul | Rac1 wt GTP bind | Cdc42 wt GTP | Rab2 wt GTP | HRas wt GTP bind
COc1ccc(C2CC(c3ccccc3)=NN2S(=O)(=O)c2ccccc2)c(OC)c1 (stereo not given) | -6 | -14 | 101 | -7 | -5 | -8 | 104 | 106 | 101 | 102 | 104
CCCC1S/C(=N/N=C/c2cccs2)NC1=O (stereo not given) | -5 | -19 | 98 | -5 | -10 | -9 | 100 | 107 | 104 | 100 | 99
O=S(=O)(/C=C/c1ccccc1)N1CCN(c2cccc(Cl)c2)CC1 | 2 | -10 | / | -5 | -10 | -8 | / | / | / | / | /
CCCNC(=O)NC(=O)COC(=O)c1oc2ccc(OCC)cc2c1C | 0 | -10 | 99 | -8 | -6 | -6 | 103 | 102 | 97 | 103 | 103
O=c1c(-c2n[nH]c(=S)o2)cccn1Cc1ccccc1 | 1 | 4 | 97 | -3 | 0 | -46 | 98 | 101 | 97 | 97 | 98
CCOC(=O)CSc1nc2ccccc2c(=O)n1Cc1ccco1 | -3 | -7 | 98 | -6 | -3 | -8 | 104 | 105 | 103 | 102 | 102
CN(C)CC(O)COc1ccc(C(C)(C)c2ccc(OCC(O)CN(C)C)cc2)cc1 (stereo not given) | -4 | -5 | 104 | -5 | -4 | -4 | 98 | 107 | 110 | 107 | 107
O=C(O)C1CCN(C(=O)COc2ccc3c4c(c(=O)oc3c2)CCC4)CC1 | -1 | 0 | 98 | 0 | 0 | 1 | 98 | 101 | 102 | 99 | 100
Cn1c(=O)[nH]c2ccc([N+](=O)[O-])nc21 | -4 | 1 | 101 | -6 | 0 | -6 | 102 | 105 | 99 | 98 | 101
CC1CN(C(=O)c2ccc3c(c2)OCO3)CC(C)O1 (stereo not given) | 4 | -8 | 97 | -2 | -2 | -2 | 104 | 106 | 98 | 102 | 101
COc1ccc(C(=O)Nc2cc(C)nc3ccccc23)cc1OC | 5 | -9 | 97 | -6 | -3 | -4 | 99 | 100 | 100 | 96 | 100
O=C(O)C1CSC(c2ccc(O)c([N+](=O)[O-])c2)N1 (stereo not given) | -2 | -13 | 99 | -4 | -9 | 0 | 105 | 102 | 100 | 99 | 101
CN(C)/C=C1\C(=O)NN=C1C(F)(F)F | -2 | -10 | 99 | -5 | -2 | -6 | 106 | 102 | 99 | 101 | 101
CCOc1ccccc1N1CCN(C(=O)c2cc[n+]([O-])cc2)CC1 | -1 | -1 | 99 | -2 | -7 | -2 | 97 | 101 | 100 | 99 | 99
Cc1ccc(CNC(=O)c2sccc2-n2cccc2)cc1 | -2 | -2 | 96 | -2 | -4 | 0 | 95 | 97 | 96 | 95 | 96
Cc1cc([N+](=O)[O-])nn1CC(=O)NCc1ccco1 | 0 | 0 | 97 | -3 | 2 | -4 | 100 | 104 | 102 | 97 | 98
O=c1oc2cc(O)ccc2cc1-c1nc2c(s1)CCc1ccccc1-2 | / | / | 101 | / | ? | / | 106 | 102 | 100 | 105 | 104
c1ccc(N2CCN(c3nc4ccccc4n4cnnc34)CC2)cc1 | 0 | -10 | 103 | -4 | -10 | -4 | 99 | 109 | 104 | 103 | 102
O=C1Oc2ccccc2C2(O)C3CCCCCC3C12 (stereo not given) | 0 | -2 | 101 | -7 | -2 | 0 | 98 | 104 | 107 | 98 | 101
COc1nc(NCc2ccco2)nc(NC2CCCCC2)n1 | -3 | -3 | 97 | -2 | 2 | -2 | 101 | 105 | 100 | 99 | 101
Cc1cccc(-c2nsc(SCC(=O)NCC3CCCO3)n2)c1 (stereo not given) | 0 | -5 | 94 | -5 | 0 | -9 | 101 | 95 | 95 | 98 | 97
CCn1cc(C(=O)Nc2sc(C)c(C)c2C(=O)OC)cn1 | -1 | 3 | 96 | -2 | 0 | -11 | 100 | 99 | 98 | 99 | 100
CCc1nnc(NC(=O)CCC(=O)Nc2ccccc2)s1 | -2 | -3 | 99 | -2 | -2 | -1 | 101 | 107 | 103 | 101 | 100
COc1ccc(OC)c(C2C(C(C)=O)=C(O)C(=O)N2CCN2CCOCC2)c1 (stereo not given) | 0 | -13 | 101 | -2 | -11 | -5 | 95 | 103 | 103 | 99 | 99
COc1ccc(C(=O)C[n+]2ccc(C)cc2)cc1 | -2 | -4 | 99 | -5 | -4 | -8 | 99 | 107 | 101 | 99 | 102
COCCN(CC(=O)NCc1ccc2c(c1)OCO2)C(=O)CCC(=O)Nc1nccs1 | -6 | -3 | 99 | -8 | -2 | -10 | 94 | 101 | 101 | 98 | 100
O=C(/C=C/c1ccco1)Nc1ccccc1N1CCCCC1 | -3 | -5 | 93 | 1 | -1 | -4 | 101 | 97 | 96 | 96 | 95
COc1cc2nc(=S)n3[nH]c(CCn4c(C)nc5ccccc54)nc3c2cc1OC | 8 | -8 | 92 | 3 | -6 | -5 | 89 | 87 | 94 | 85 | 91
O=C(/C=C/c1cc([N+](=O)[O-])ccc1OC(F)F)NCc1ccc(Cl)cc1 | 0 | -12 | 97 | 3 | -8 | -6 | 97 | 103 | 103 | 101 | 101
CCN1CCN(C(=O)Cn2nc(-c3ccc(Cl)cc3)ccc2=O)CC1 | 2 | -3 | 97 | 4 | -2 | -1 | 103 | 103 | 105 | 102 | 100
O=C(NCc1ccc2c(c1)OCO2)c1cc2n(n1)C(C(F)(F)F)CC(c1ccc3c(c1)OCO3)N2 (stereo not given) | 3 | -3 | 97 | -1 | 0 | -1 | 99 | 98 | 98 | 98 | 97
Cc1cc(OCC(=O)Nc2ccc(N3CCN(C(=O)c4ccco4)CC3)cc2)cc(C)c1Cl | -3 | -6 | 99 | -8 | -4 | -4 | 101 | 103 | 101 | 101 | 100
Cc1cc(/C=C2/SC(=O)N(CC(=O)OC(C)C)C2=O)c(C)n1C | -4 | -5 | 101 | -7 | -7 | -7 | 97 | 105 | 101 | 101 | 99
O=C(N/N=C\c1cccc(OC(=O)c2ccco2)c1)c1ccc2c(c1)OCO2 | 0 | 0 | 97 | -3 | 0 | 0 | 98 | 101 | 97 | 95 | 97
COc1cccc(CNC(=S)Nc2cc(OC)ccc2OC)c1 | -1 | -1 | 94 | 0 | -1 | -4 | 97 | 94 | 93 | 94 | 93
O=C(N/N=C\c1cc([N+](=O)[O-])ccc1N1CCOCC1)c1ccccn1 | 1 | -1 | 95 | 1 | -1 | -5 | 94 | 99 | 94 | 96 | 95
Oc1ccc(-c2csc(Nc3ncccn3)n2)cc1 | 0 | -2 | 98 | 0 | 1 | -3 | 105 | 98 | 100 | 98 | 99
O=C(c1ccccc1)c1ccc(OCCCCN2CCCCC2)cc1 | -2 | -4 | 96 | -1 | -5 | -6 | 98 | 96 | 97 | 96 | 98
CCCCCOP(=O)(OCCCCC)C1(NS(=O)(=O)c2ccccc2)C=CC(=O)c2ccccc21 (stereo not given) | 2 | -12 | 97 | -6 | -5 | -12 | 100 | 102 | 100 | 100 | 99
CCCCN(CC)CCNC(=O)c1cc2c(C)nc3ccccc3c2o1 | -7 | -5 | 100 | -7 | -4 | -10 | 98 | 105 | 104 | 100 | 101
COc1ccc(Cl)cc1S(=O)(=O)N1CCN(C(=O)c2cc(OC)c(OC)c(OC)c2)CC1 | -2 | -3 | 98 | 0 | -2 | 1 | 103 | 103 | 105 | 102 | 104
Cc1cccc(S(=O)(=O)NCCc2cn3ccccc3n2)c1 | -1 | -10 | 94 | -3 | -4 | -7 | 100 | 97 | 96 | 97 | 97
CSCC[C@H](NC(=O)C1CCN(S(=O)(=O)c2ccc(C)cc2)CC1)C(=O)NCC1CCCO1 (stereo not given in full) | 0 | -1 | 98 | -5 | 2 | 1 | 98 | 99 | 101 | 97 | 96
Cc1ccc(CNC(=O)c2ccccc2NC(=O)CSc2nnnn2C)cc1 | 0 | -4 | 101 | -1 | -5 | -3 | 94 | 101 | 105 | 102 | 102
O=C(CN(Cc1ccc(F)cc1)S(=O)(=O)c1ccccc1)N1CCCCC1 | -3 | -1 | 98 | -1 | -3 | -1 | 102 | 104 | 101 | 100 | 100
CCOC(=O)N1CCN(S(=O)(=O)c2c(C)cc(C)cc2C)CC1 | -2 | -1 | 98 | -4 | 0 | -4 | 107 | 105 | 102 | 103 | 102
O=C(NCCc1ccccc1)C1CCCN(S(=O)(=O)c2cccc3nsnc23)C1 (stereo not given) | -5 | -9 | 98 | -9 | -4 | -7 | 96 | 101 | 96 | 99 | 97
O=C(CSc1nnnn1-c1ccccc1)Nc1ccc(Cl)cc1 | -3 | -17 | 100 | -10 | -14 | -15 | 101 | 107 | 106 | 101 | 102
O=c1oc2cc(Br)ccc2n1CSC1=NCCS1 | -5 | -8 | 96 | -3 | -8 | -7 | 99 | 99 | 101 | 95 | 100
CCOC(=O)CON1C(=O)C(C)(C)N(OCC(=O)OCC)C(=O)C1(C)C | 1 | -10 | 100 | -10 | -5 | -3 | 102 | 104 | 100 | 101 | 102
Cn1c(N/N=C/c2cc3ccccc3nc2Cl)nc2ccccc21 | -4 | 0 | 100 | -5 | -1 | -8 | 102 | 101 | 102 | 100 | 102
C=CCNc1nc2c(c(=O)n(C)c(=O)n2C)n1CCCCCC | 0 | 4 | 97 | 5 | 5 | 1 | 97 | 100 | 99 | 96 | 96
COc1cccc(-n2c(SCC(=O)NC3CCCC3)nnc2-c2ccco2)c1 | -3 | -3 | 94 | -9 | 0 | -5 | 96 | 103 | 100 | 98 | 97
CCn1cc(C(=O)NCC2CCCO2)c(=O)c2cc(S(=O)(=O)N3CCC(C)CC3)ccc21 (stereo not given) | 1 | -8 | 94 | -6 | -5 | -6 | 96 | 96 | 94 | 94 | 95
COc1ccc(O)c(/C=N/NC(=O)c2ccc(CSc3nc(C)cc(C)n3)cc2)c1 | -3 | 0 | 94 | -3 | -3 | -3 | 96 | 99 | 95 | 96 | 96
CCOc1ccc(NC(=O)CC2C(=O)N(c3ccc(OC)cc3)C(=O)N2Cc2ccc(OC)cc2)cc1 (stereo not given) | 0 | -5 | 96 | -1 | -4 | -5 | 104 | 96 | 93 | 98 | 96
Cc1ccc(N2C(=O)CCSC23C(=O)Nc2ccccc23)cc1 (stereo not given) | -5 | -2 | 98 | -2 | -3 | -2 | 100 | 103 | 102 | 101 | 101
CCC(C)(C#CCN1CCCCC1)OCCC#N (stereo not given) | -3 | 0 | 99 | -6 | -3 | -5 | 105 | 106 | 100 | 96 | 101
COC(=O)c1cn(C(=O)c2ccco2)c2ccccc12 | 2 | 16 | 97 | 9 | 7 | 8 | 97 | 102 | 98 | 102 | 98
